Screens from PubChem.
Large T inhibition = SV40 large T antigen inhibitors, biochemical (AID 1903). SV40 large T antigen ATPase/helicase inhibition assay; higher % means a stronger effect. one-dose inhibition, % at 20 µM; IC50 in µM for titrated hits. 310,000 compounds, 0.39% hits; in the data active means a potency from the dose series; inconclusive means inhibition mostly from about 32% at the one dose, without a potency; inactive means the rest, 99 in 100 with inhibition below about 32%; further: strong numbers were not always called active
Salmonella PhoP GFP = PhoP-dependent GFP reporter repression – Salmonella Typhimurium, primary screen (AID 1863); S. Typhimurium PhoP-regulated promoter GFP reporter, 4 h; higher % means a stronger effect; inhibition, % at 50 µM, or IC50 in µM where a hit was titrated; 300,000 compounds, 0.16% hits;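 active means inhibition over 29.93%, a cutoff 3 SD above the screen mean, later confirmed by dose response; inconclusive means inhibition over 29.93% but no dose response follow-up; inactive means inhibition at most 29.93% or unconfirmed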;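 further: 0% = low Mg2+ inducing control and 100% = high Mg2+ repressing control; strong numbers were not always called active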
T cell HTS = modulates CD8 T cell binding to vesicles. calls only at 7 µM. 2C CD8+ T cell-vesicle binding, flow cytometry; hits give low values. 330,000 compounds, 0.068% hits. AID 2052;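 active means response, share of CD8 T cells binding vesicles, and their 90th percentile fluorescence all below set limits, cut at about 80% in these data, passing the limit was not always enough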
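Test system: purified 2C TCR transgenic mouse naive CD8+ T cells. Probe or stimulus: QL9-peptide-loaded Drosophila micro-vesicles bearing Ld, ICAM-1 and B7-1. Incubation: binding step 1.5 h, 37 °C, antibody labelling 20 min, ice. Measured by: flow cytometry of vesicle-bound cells.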
West Nile antiviral = inhibition of WNV-induced cytopathic effect – cell-based, CPE readout (AID 1621). West Nile virus-infected cells, CPE inhibition; higher % means a stronger effect. one-dose CPE inhibition, % at 10 µM; IC50 in µM for titrated hits. 290,000 compounds, 0.02% hits; in the data active means a potency from the dose series; inconclusive means CPE inhibition mostly from about 3.7% at the one dose, without a potency; inactive means the rest, 99 in 100 with CPE inhibition below about 2.2%; further: strong numbers were not always called active
Myeloid diff MLP = promotes myeloid progenitor differentiation; calls only at 10 µM; ER-HoxA9 myeloid progenitors, lysozyme-GFP differentiation, flow cytometry; AID 624256; 360,000 compounds, 1% hits;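 active means normalized GFP-positive differentiation at or above the plate's own cutoff, the solvent-only control mean plus 3 SD; inconclusive means no clear call, values can overlap the other calls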;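 further: cells exposed to compound for four days before flow analysis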
WT yeast gro inh = growth inhibition of WT yeast, mitochondrial fusion screen; mitochondrial fusion phenotypic screen, WT strain; inhibition, % at 10 µM; 190,000 compounds, 2.1% hits; AID 1362; in the data active means inhibition above about 58%; tested in S. cerevisiae
RSV CPE inhibition = inhibition of RSV-induced cytopathic effect – HEp-2 cells, primary 10 µM value included (AID 2391); HEp-2 cells, RSV-induced CPE inhibition; higher % means a stronger effect; CPE inhibition, % at 10 µM, or IC50 in µM where a hit was titrated; 310,000 compounds, 0.13% hits; in the data active means a potency from the dose series; inconclusive means CPE inhibition mostly from about 23% at the one dose, without a potency; inactive means the rest, 99 in 100 with CPE inhibition below about 21%; further: strong numbers were not always called active
b-catenin transl = beta-catenin nuclear translocation modulation; HeLa beta-catenin nuclear translocation, immunofluorescence imaging; nuclear translocation activity, % at 5 µM; 190,000 compounds, 0.3% hits;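 active means nuclear translocation activity above 50% at 5 µM, with a well cell count of 50 or more; inconclusive means wells under 50 cells across six images, flagged as toxic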;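 further: per-cell ratio of nuclear to cytoplasmic median beta-catenin stain intensity; plate controls were DMSO negative control for no effect and GSK-3 inhibitor IX positive control for full effect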
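assay system = human HeLa cells, endogenous beta-catenin | times = compound treatment 24 h, 37°C, 5% CO2 | detection = Anti-beta-catenin immunofluorescence on PFA-fixed, Triton-permeabilized cells, DAPI nuclei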
Rac1 GTP hydrolysis = MgcRacGAP GTPase-activating activity inhibitors, confirmation, biochemical, ADP Hunter fluorescence | 340,000 compounds, 0.6% hits | one-dose inhibition, % at 30 µM; IC50 in µM for titrated hits | MgcRacGAP-stimulated Rac1 GTP hydrolysis, ADP Hunter fluorescence; higher % means a stronger effect; GST-tagged Rac1 F28L mutant substrate | AID 624330;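 active means first-screen hits whose inhibition reached a set limit at any dose in the follow-up dose series; inconclusive means inhibition above the set first-screen limit but never retested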;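 further: fluorescence reports GDP produced by GAP-driven GTP hydrolysis; strong numbers were not always called active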
WT yeast gro inh mutant strain = further read-out of WT yeast gro inh, marked with its call; inhibition, %; mitochondrial fusion phenotypic screen, mutant strain inhibition
b-catenin transl cell count 5 µM = second read-out of b-catenin transl, no call of its own (marks repeat the call); cell count; measured here: cell count, cytotoxicity flag
T cell HTS vesicle-bound % = recorded beside T cell HTS, whose call it bears; double positive events, %; measured here: CD8+ vesicle-bound cell fraction;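 binding gate set so that unloaded-vesicle control wells show 10% double positive cells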
Myeloid diff MLP GFP+ MAC1+ % = also measured in Myeloid diff MLP; calls as there; GFP+ MAC1+ double positive, %; measured here: differentiation confirmed by MAC1 staining
* hit, by the source's call. No enrichment for hits; any-hit rate near 3.6%.

Results for Cc1ccnc(NS(=O)(=O)c2ccc(-n3cccn3)cc2)c1 ?
Large T inhibition: -16.1%; Salmonella PhoP GFP: -3.2%; T cell HTS: inactive; West Nile antiviral: 0.6%; Myeloid diff MLP: inactive; RSV CPE inhibition: 1.2%; Rac1 GTP hydrolysis: 5.8%; T cell HTS vesicle-bound %: 8.9; Myeloid diff MLP GFP+ MAC1+ %: 1.0

What do the screens show for `CCN(c1ccccc1)S(=O)(=O)c1ccc(Cl)nc1`?
Large T inhibition: -10.7%; Salmonella PhoP GFP: -4.8%; T cell HTS: inactive; West Nile antiviral: -1.1%; Myeloid diff MLP: inactive; WT yeast gro inh: 13.9; RSV CPE inhibition: -1.4%; b-catenin transl: -0.8; Rac1 GTP hydrolysis: -2.7%; WT yeast gro inh mutant strain: 17.8; b-catenin transl cell count 5 µM: 1152; T cell HTS vesicle-bound %: 60.4; Myeloid diff MLP GFP+ MAC1+ %: 1.2

What do the screens show for `Cc1ccc(NC(=O)c2sc(N)nc2-c2ccc([N+](=O)[O-])cc2)c(C)c1`?
Large T inhibition: 11.9%; Salmonella PhoP GFP: 0.8%; T cell HTS: inactive; West Nile antiviral: -0.1%; Myeloid diff MLP: inactive; RSV CPE inhibition: 0.5%; b-catenin transl: -0.4; Rac1 GTP hydrolysis: 9.1%; b-catenin transl cell count 5 µM: 1279; T cell HTS vesicle-bound %: 35.2; Myeloid diff MLP GFP+ MAC1+ %: 0.4

What do the screens show for `C#CCNC(=O)C1=C[C@H](c2coc3ccccc3c2=O)[C@@H](CCCO)[C@H](OCC)O1`?
Large T inhibition: 6.9%; Salmonella PhoP GFP: -6.8%; T cell HTS: inactive; West Nile antiviral: 0.7%; Myeloid diff MLP: inactive; WT yeast gro inh: -3.2; RSV CPE inhibition: 1.6%; b-catenin transl: -1.8; Rac1 GTP hydrolysis: 2.2%; WT yeast gro inh mutant strain: -7.1; b-catenin transl cell count 5 µM: 1076; T cell HTS vesicle-bound %: 43.9; Myeloid diff MLP GFP+ MAC1+ %: 2.6

What do the screens show for `COC(=O)c1ccc(NC(=O)Cc2ccc(C)cc2)cc1`?
Large T inhibition: 0.2%; Salmonella PhoP GFP: 14.1%; T cell HTS: inactive; West Nile antiviral: -0.3%; Myeloid diff MLP: inactive; WT yeast gro inh: -14.3; RSV CPE inhibition: 0.3%; b-catenin transl: 0.8; Rac1 GTP hydrolysis: 4.5%; WT yeast gro inh mutant strain: -3.2; b-catenin transl cell count 5 µM: 1164; T cell HTS vesicle-bound %: 40.8; Myeloid diff MLP GFP+ MAC1+ %: 1.5

Results for C/C(=N\Nc1cccc(C(=O)O)c1)c1ccc2c(c1)Nc1ccccc1S2 ?
Large T inhibition: inconclusive; Salmonella PhoP GFP: -9.9%; T cell HTS: inactive; West Nile antiviral: 0.1%; Myeloid diff MLP: inactive; RSV CPE inhibition: 11.9%; b-catenin transl: 1.4; Rac1 GTP hydrolysis: inconclusive; b-catenin transl cell count 5 µM: 1257; T cell HTS vesicle-bound %: 53.5; Myeloid diff MLP GFP+ MAC1+ %: 0.4

Results for COc1ccc(N2C(=O)C3C(C2=O)C(C(=O)c2ccccc2)N2CCCC32)cc1 (centres undefined) ?
Large T inhibition: 10.1%; Salmonella PhoP GFP: 0.2%; T cell HTS: inactive; West Nile antiviral: 0.1%; Myeloid diff MLP: inactive; RSV CPE inhibition: 1.6%; b-catenin transl: -0.5; Rac1 GTP hydrolysis: -6.1%; b-catenin transl cell count 5 µM: 1330; T cell HTS vesicle-bound %: 13.1; Myeloid diff MLP GFP+ MAC1+ %: 0.4

How did COCCCN1CC(=O)N2Cc3[nH]c4ccccc4c3C[C@H]2C1=O do in these assays?
Large T inhibition: 7.3%; Salmonella PhoP GFP: -0.3%; T cell HTS: inactive; West Nile antiviral: -0.8%; Myeloid diff MLP: inactive; RSV CPE inhibition: 0.6%; Rac1 GTP hydrolysis: 4.5%; T cell HTS vesicle-bound %: 41.3; Myeloid diff MLP GFP+ MAC1+ %: 1.0

What do the screens show for `Cc1ccnc(S(=O)(=O)Cc2ccc([N+](=O)[O-])cc2)n1`?
Large T inhibition: 4.3%; Salmonella PhoP GFP: -3.3%; T cell HTS: inactive; West Nile antiviral: 2.1%; Myeloid diff MLP: inactive; RSV CPE inhibition: -1.0%; T cell HTS vesicle-bound %: 21.3; Myeloid diff MLP GFP+ MAC1+ %: 7.2

Results for Cn1c(=O)c2cc(S(=O)(=O)NC(Cc3ccccc3)C(=O)NCC3CCCO3)ccc2n(C)c1=O (centres undefined) ?
Large T inhibition: 4.2%; Salmonella PhoP GFP: 8.5%; T cell HTS: inactive; West Nile antiviral: 0.9%; Myeloid diff MLP: inactive; WT yeast gro inh: 6.6; RSV CPE inhibition: 2.5%; b-catenin transl: -0.7; Rac1 GTP hydrolysis: 3.5%; WT yeast gro inh mutant strain: -1.4; b-catenin transl cell count 5 µM: 1068; T cell HTS vesicle-bound %: 19.5; Myeloid diff MLP GFP+ MAC1+ %: 1.0

What do the screens show for `CC(C)(C)n1ncc2c(=O)n(CC(=O)c3ccccc3)cnc21`?
Large T inhibition: 8.4%; Salmonella PhoP GFP: 17.9%; T cell HTS: inactive; West Nile antiviral: 0.1%; Myeloid diff MLP: inactive; WT yeast gro inh: -3.1; RSV CPE inhibition: 1.2%; b-catenin transl: 0.2; Rac1 GTP hydrolysis: 11.3%; WT yeast gro inh mutant strain: -9.6; b-catenin transl cell count 5 µM: 1057; T cell HTS vesicle-bound %: 24.6; Myeloid diff MLP GFP+ MAC1+ %: 0.7

How did CSc1cccc(NC(=O)C2CCCN(c3ncnc4c3nc3n4CCCCC3)C2)c1 (centres undefined) do in these assays?
Large T inhibition: 17.0%; Salmonella PhoP GFP: 8.6%; T cell HTS: inactive; West Nile antiviral: -0.4%; Myeloid diff MLP: inactive; RSV CPE inhibition: inconclusive; Rac1 GTP hydrolysis: 9.8%; T cell HTS vesicle-bound %: 66.4; Myeloid diff MLP GFP+ MAC1+ %: 1.5

Results for COc1ccccc1CN1CCN(Cc2nc(-c3ccc(C)cc3)oc2C)CC1 ?
Large T inhibition: 3.1%; Salmonella PhoP GFP: 7.0%; T cell HTS: inactive; West Nile antiviral: -1.6%; Myeloid diff MLP: inactive; RSV CPE inhibition: 2.4%; Rac1 GTP hydrolysis: 1.4%; T cell HTS vesicle-bound %: 59.9; Myeloid diff MLP GFP+ MAC1+ %: 0.6

Results for COc1ccccc1C(=O)NCCC(=O)N1CC=C(c2ccccc2)CC1 ?
Large T inhibition: 3.1%; Salmonella PhoP GFP: -6.9%; T cell HTS: inactive; Myeloid diff MLP: inactive; RSV CPE inhibition: 0.5%; Rac1 GTP hydrolysis: 0.0%; T cell HTS vesicle-bound %: 29.9; Myeloid diff MLP GFP+ MAC1+ %: 0.8

How did CC1=CC(C)(C)N(C(=O)c2ccc(F)cc2)c2cc3c(cc21)OCO3 do in these assays?
Large T inhibition: 3.7%; Salmonella PhoP GFP: 0.8%; T cell HTS: inactive; Myeloid diff MLP: inactive; WT yeast gro inh: 71.2*; RSV CPE inhibition: 11.5%; Rac1 GTP hydrolysis: 3.2%; WT yeast gro inh mutant strain: 12.1*; T cell HTS vesicle-bound %: 53.6; Myeloid diff MLP GFP+ MAC1+ %: 0.6

Results for CCC(C)NC(=O)CC1Oc2ccc(C)cc2NC1=O (centres undefined) ?
Large T inhibition: 6.9%; Salmonella PhoP GFP: -1.2%; T cell HTS: inactive; West Nile antiviral: 0.0%; Myeloid diff MLP: inactive; WT yeast gro inh: -4.0; RSV CPE inhibition: 1.9%; b-catenin transl: 1.4; Rac1 GTP hydrolysis: 7.3%; WT yeast gro inh mutant strain: 1.1; b-catenin transl cell count 5 µM: 1061; T cell HTS vesicle-bound %: 8.6; Myeloid diff MLP GFP+ MAC1+ %: 1.7

What do the screens show for `C=C1CCN([C@@H](CC(C)C)C(=O)NCc2ccco2)S(=O)(=O)c2ccccc21`?
Large T inhibition: 9.4%; T cell HTS: inactive; West Nile antiviral: inconclusive; Myeloid diff MLP: inactive; RSV CPE inhibition: 0.3%; Rac1 GTP hydrolysis: 11.9%; T cell HTS vesicle-bound %: 8.4; Myeloid diff MLP GFP+ MAC1+ %: 2.1

What do the screens show for `COc1cc(CNc2nc(C)c([N+](=O)[O-])c(C)c2C#N)cc(OC)c1`?
Large T inhibition: 4.8%; Salmonella PhoP GFP: -3.9%; T cell HTS: inactive; West Nile antiviral: 0.0%; Myeloid diff MLP: inactive; WT yeast gro inh: -8.4; RSV CPE inhibition: 5.0%; b-catenin transl: 6.8; Rac1 GTP hydrolysis: 15.6%; WT yeast gro inh mutant strain: 0.9; b-catenin transl cell count 5 µM: 712; T cell HTS vesicle-bound %: 27.3; Myeloid diff MLP GFP+ MAC1+ %: 0.9

How did COc1cc(C(=O)Nc2ccc3c(c2)OCO3)ccc1OCc1c(C)noc1C do in these assays?
Large T inhibition: -7.2%; Salmonella PhoP GFP: 7.3%; T cell HTS: inactive; West Nile antiviral: 0.4%; Myeloid diff MLP: inactive; WT yeast gro inh: 21.6; RSV CPE inhibition: -0.4%; b-catenin transl: 1.6; Rac1 GTP hydrolysis: 8.1%; WT yeast gro inh mutant strain: 2.9; b-catenin transl cell count 5 µM: 1120; T cell HTS vesicle-bound %: 44.1; Myeloid diff MLP GFP+ MAC1+ %: 0.3

How did CCN(CC)S(=O)(=O)c1ccc(N2CCCC2)c(NC(=O)Cc2ccc(OC)cc2)c1 do in these assays?
Large T inhibition: 5.8%; Salmonella PhoP GFP: 0.5%; T cell HTS: inactive; West Nile antiviral: -1.2%; Myeloid diff MLP: inactive; WT yeast gro inh: 3.7; RSV CPE inhibition: -0.7%; b-catenin transl: -2.0; Rac1 GTP hydrolysis: 8.4%; WT yeast gro inh mutant strain: 7.1; b-catenin transl cell count 5 µM: 1052; T cell HTS vesicle-bound %: 55.1; Myeloid diff MLP GFP+ MAC1+ %: 0.4
